# High-throughput results as filed in PubChem.
# RNase H inhibition = RNase H inhibition, HIV 1 Gag Pol polyprotein, FRET biochemical assay, screening (AID 372); HIV-1 RT RNase H, FRET RNA/DNA substrate fluorescence; higher % means a stronger effect; one-dose inhibition, % at 10 µM; IC50 in µM for titrated hits; 100,000 compounds, 0.77% hits; in the data active = inhibition above about 50%
# Numbers without * were called inactive. An excerpt; the hit share may differ from the screen's.
SMILES,RNase H inhibition
CC(=O)C1=C(C)NC(SCc2ccccc2)=C(C#N)C1c1cccc([N+](=O)[O-])c1 (centres undefined),27%
O=C(NCc1ccccc1)C(=O)N/N=C/c1ccc(Br)cc1,10%
CCCCCCCCCCCCCCCCCCN=Cc1c(O)[nH]c2ccccc12,13%
CCC(C)NC(=O)c1ccc(CN(c2ccc(C)c(C)c2)S(C)(=O)=O)cc1 (centres undefined),18%
COc1cc(/C=c2/sc3nc(-c4cccc([N+](=O)[O-])c4)nn3c2=O)ccc1OC(C)=O,17%
CCOC(=O)c1c(NC(=O)CCCOc2ccc(Cl)cc2Cl)sc(C)c1C,8%
CC(C)Oc1ccc(C2C3=C(CC(C)(C)CC3=O)Nc3ccccc3N2C(=O)Cc2ccccc2)cc1 (centres undefined),16%
Cc1sc(NC(=O)CC(c2ccccc2)c2ccccc2)c(C(N)=O)c1C,10%
COc1ccc(N=Cc2c(O)n(-c3cc(OC)ccc3OC)c(=O)[nH]c2=O)cc1,4%
CC1CN(C(=O)c2cc(-c3ccccc3)nc3ccccc23)CC(C)O1 (centres undefined),4%
Cc1ccc(NC(=O)/C(=C/c2ccccc2Cl)NC(=O)c2ccc(C)cc2)cc1,14%
CC(C)C(=O)NCCN1CCOCC1,5%
Cc1cc(C(=O)Nc2cccc(-c3nc4cc(Cl)cc(Cl)c4o3)c2)ccc1[N+](=O)[O-],8%
CC/C(=N\NC(=O)c1ccc([N+](=O)[O-])cc1)c1ccc(O)cc1,10%
Cc1ccc(Cl)cc1NC(=O)c1ccccc1N(Cc1ccccc1)S(=O)(=O)c1ccccc1,20%
CC1=C(C(=O)Nc2cc(C)ccn2)C(c2cccc([N+](=O)[O-])c2)C2=C(CC(C)(C)CC2=O)N1 (centres undefined),3%
O=C(/C=C/c1ccc(-c2cccc([N+](=O)[O-])c2)o1)Nc1ccc(Cl)cc1,10%
O=S(=O)(c1ccccc1)N1CCN(c2ccccc2)CC1,6%
Cc1cc(=O)oc(C)c1C(=O)OCC(=O)c1ccc(Br)cc1,22%
C/C=C/C=C(/NC(=O)c1ccccc1)C(=O)Nc1ccccc1,2%
CCOC(=O)c1c(NC(=O)C(CC)Sc2nc(C)cc(C)n2)sc2c1CCCC2 (centres undefined),7%
Nc1ccc2oc(-c3ccc(-c4ccccc4)cc3)nc2c1,26%
Oc1ccc(Br)cc1/C=N/Nc1nc(-c2ccccc2)cs1,13%
COC(=O)CN1C(c2cc(OC)c(OC)c(OC)c2)Nc2ccc(C)cc2C1c1ccccc1 (centres undefined),18%
CC(C)NC(=O)CC(=O)NN=C1CCCCC1,0%
COc1cccc(NC(=O)/C(=C\c2cccc(Br)c2)NC(=O)c2ccccc2)c1,20%
COc1ccc(-c2nc3n(n2)C(=O)CC(c2ccc(Cl)cc2)S3)cc1 (centres undefined),16%
CCCCOc1ccc(NC(=O)C2CC(=O)N(c3ccccc3)C2)cc1 (centres undefined),5%
Cc1[nH]c2ccccc2c1C=Nc1ccc(N=Cc2c(C)[nH]c3ccccc23)cc1,20%
CN(C)c1ccc(/C=[N+](\[O-])C(C)(C)/C=N/O)cc1,17%
C=C(C)CN(CC)Cc1cc(OC)cc(OC)c1,2%
Cc1ccc(C)c(OCCOCCOc2ncnc3ccccc23)c1,14%
CCSc1nc2c(c(=O)n1Cc1ccccc1)C1(CCCCC1)Cc1ccccc1-2,12%
COc1ccc(NC(=O)NCCOc2cc(C)ccc2C(C)C)cc1OC,2%
COCCCNC(=O)c1cccs1,0%
COc1ccc(C2CC(c3cccs3)=NN2c2nc(-c3ccc(-c4ccccc4)cc3)cs2)cc1OC (centres undefined),16%
Cc1ccc(S(=O)(=O)N/N=C/C(C)(C)CO)cc1,2%
O=c1c2cnn(-c3ccccc3)c2nc(-c2ccc(Br)cc2)n1-c1ccc(Cl)cc1,11%
Fc1c(F)c(F)c(/C=N/Nc2nc(-c3ccccc3)cc(-c3ccc(Br)cc3)n2)c(F)c1F,15%
CN(C)c1nc(Nc2nc3ccccc3[nH]2)nc(N(C)C)n1,10%
COc1ccc(/C=C(/NC(=O)c2ccco2)C(=O)Nc2ccc(C(C)=O)cc2)cc1,9%
COC(=O)c1c(C)oc2ccc(OCc3ccccc3Br)cc12,2%
Nc1c(S(=O)c2ccccc2)sc2nc3c(cc12)CCCC3 (centres undefined),1%
Cc1ccc(N(CC(=O)Nc2c(C)n(C)n(-c3ccccc3)c2=O)S(=O)(=O)c2ccc(F)cc2)cc1,5%
CCOC(=O)C1=C(C)N=c2s/c(=C\c3ccccc3OCc3ccccc3)c(=O)n2C1c1ccccc1 (centres undefined),5%
CCN(CC)COc1ccc2occ(C(=O)c3cc(OC)ccc3OC)c2c1,7%
Cc1ccc(NC(=O)CN(c2cc(Cl)cc(Cl)c2)S(C)(=O)=O)cc1,12%
COC(=O)c1ccc(N2C(=O)c3ccc(C(=O)c4ccc5c(c4)C(=O)N(c4ccc(C(=O)OC)cc4)C5=O)cc3C2=O)cc1,1%
CC(C)(C)c1ccccc1OCCCCCCN1CCOCC1,8%
Cc1cc(-n2c(C)cc(C=O)c2C)ccc1Br,6%
CCOc1ccc(S(=O)(=O)Nc2c(C)n(C)n(-c3ccccc3)c2=O)cc1,3%
O=Cc1ccc(OCc2ccc(F)cc2)cc1,15%
CCN1C(=O)/C(=C/c2cn(CCOc3ccc(C)cc3C)c3ccccc23)SC1=S,9%
COc1cc(C=C2C(=O)NC(=O)NC2=O)ccc1OCCSc1ccc(C)cc1,11%
CCCOc1cccc(C(=O)Nc2ccc(NC(=O)c3ccco3)c(OC)c2)c1,10%
Cc1ccc(-n2nc(C)c3c2OC(N)=C(C#N)C3c2ccccc2F)cc1 (centres undefined),7%
Cn1cc(/C=C/c2nc3ccccc3c(=O)n2Cc2ccccc2)c2ccccc21,14%
O/N=C1\CCCc2c1nc(-c1ccc(F)cc1)n2O,0%
CC(=O)Oc1ccc2c(=O)c(-c3ccccc3Cl)coc2c1C,0%
O=C(CSc1n[nH]c(-c2ccccc2)n1)c1ccc(Br)cc1,3%

# Remaining list, next part.
SMILES,RNase H inhibition
O=c1[nH]cnc2scc(-c3cccs3)c12,7%
Nc1nc(-c2ccc(F)c(F)c2)cs1,18%
CCCCCN1C(=O)/C(=C2\SC(=S)N(c3ccc(OC)cc3)C2=O)c2ccccc21,26%
Cc1[nH]c2ccccc2c1C(c1ccccc1I)c1c(C)[nH]c2ccccc12,19%
C=CCN1C(=O)/C(=C\c2cn(C)c3ccccc23)C(=O)NC1=S,42%
COc1ccc(C2CC(=O)C3=C(C2)NC(C)=C(C(=O)OC(C)C)C3c2ccc([N+](=O)[O-])cc2)cc1 (centres undefined),16%
COc1ccc(NC(=O)c2cccc(NC(=O)c3ccc(Br)o3)c2)cc1,3%
COc1cc(/C=C2\C(=O)NC(=O)N(c3ccc4c(c3)OCO4)C2=O)ccc1OCc1ccccc1F,1%
O=C(Nc1ccc(Cl)cc1)c1ccccc1F,9%
C=CCn1c2ccccc2n2nc(C)c(C(=O)/C=C/c3ccccn3)c12,8%
C/C(=N\NC(=O)CN(c1ccc(C)cc1)S(=O)(=O)c1ccccc1)c1ccc([N+](=O)[O-])cc1,3%
COc1ccc2c(c1OC)C(=O)OC2Nc1cccc([N+](=O)[O-])c1 (centres undefined),1%
CC(C)c1ccc(/C=N/NC(=O)c2cccnc2)cc1,4%
N#C/C(=C/c1c(Cl)cccc1Cl)C(=O)Nc1ccc(O)cc1,5%
O=[N+]([O-])c1ccc(O)c(-c2cc(C(F)(F)F)nc(-c3ccccc3)n2)c1,5%
COC(=O)C1=C(C)NC2=C(C(=O)c3ccccc32)C1c1ccc(OCc2ccc(Cl)cc2Cl)cc1 (centres undefined),6%
O=C(Nc1ccc2c(c1O)C(=O)c1ccccc1C2=O)c1ccccc1,6%
CCC(=O)N1CCN(c2nc3ccc([N+](=O)[O-])cc3s2)CC1,0%
O=[N+]([O-])c1ccc2nc(-c3ccccc3)[nH]c2c1,8%
COc1ccc(-c2cc(C(F)(F)F)n3nc(C(=O)Nc4cc(OC)cc([N+](=O)[O-])c4)cc3n2)cc1,5%
CC(Oc1ccccc1)C(=O)Nc1ccc(I)cc1 (centres undefined),6%
COc1ccccc1N1CCN(C(=O)c2cnn3c2NC(c2ccc(Br)cc2)CC3C(F)(F)F)CC1 (centres undefined),34%
Nc1ccc(Cl)c(-c2nc3ccccc3s2)c1,26%
O=C(CN(c1ccc(F)cc1)S(=O)(=O)c1ccccc1)NCCSc1ccccc1,8%
COC(=O)c1ccccc1NC(=S)NC(=O)c1ccco1,0%
COc1ccc(NC(=O)c2c(NC(=O)c3ccc([N+](=O)[O-])cc3)sc3c2CCCCC3)cc1,7%
COc1ccc(Oc2ccc(-n3c(C)cc(C=O)c3C)cc2)cc1,12%
CCOc1cc(/C=N/NC(=O)C(=O)Nc2cc(C)ccc2C)ccc1O,0%
Cc1ccc(NC(NC(=O)c2ccco2)C(=O)c2ccccc2)c(C)c1 (centres undefined),6%
O=C1CC(=O)c2ccc3c4c(ccc1c24)C(=O)CC3=O,3.8µM*
CC(=O)c1ccc(N2C(=O)C(=O)/C(=C(/O)c3ccc(Cl)cc3)C2c2cccc([N+](=O)[O-])c2)cc1 (centres undefined),14%
Cc1cc(C)c(C#N)c(SCC(=O)c2ccc(O)c(O)c2)n1,70%*
Cc1ccc(C)c(NC(=O)c2cc3ccccc3oc2=O)c1,8%
COC(=O)c1ccccc1NC(=O)c1cc2ccccc2oc1=O,10%
Cc1c(N=Cc2cccc(Cl)c2Cl)cccc1[N+](=O)[O-],21%
CCN(CC)c1ccc(NC(=O)c2ccc(Cl)cc2Cl)cc1,22%

# 2 of these compounds, reformatted.
SMILES: Cc1ccc(C)c(NC(=O)c2cc3ccccc3oc2=O)c1
  RNase H inhibition: 8%

SMILES: COC(=O)c1ccccc1NC(=O)c1cc2ccccc2oc1=O
  RNase H inhibition: 10%

# Continuation.
SMILES,RNase H inhibition
CC(C)(C)C(=O)Nc1ccc(C(=O)Nc2ccc(NC(=O)c3ccc(NC(=O)C(C)(C)C)cc3)c(Cl)c2)cc1,7%
CCN(CC)C(=S)SCCC(=O)NC(=O)Nc1ccc(C)c(C)c1,5%
Cc1cnn(-c2cc(N/N=C/c3ccc(F)cc3)ncn2)c1,2%
CCOc1cccc(OCCOCCOc2cccc(Cl)c2)c1,24%
CCCC(=O)Oc1c(Cl)cc(N(C(=O)CCC)S(=O)(=O)c2ccccc2)cc1Cl,14%
COc1ccc(C2=NN3C(=O)c4c(ccc(OC)c4OC)C3C2)cc1 (centres undefined),3%
CCOc1ccc(CNc2cc([N+](=O)[O-])ccc2OC)cc1,5%
CC(C)(C)C1CCC(=NNC(=O)C(=O)N2CCCC2)CC1 (centres undefined),1%
CCCC1(C)NC(=S)N(c2ccccc2)N1 (centres undefined),15%
COc1ccc(C(=O)COC(=O)CCN2C(=O)C3C4C=CC(C5CC45)C3C2=O)cc1 (centres undefined),9%
O=C(Nc1cccc(-c2nc3ccccc3s2)c1)c1ccc(F)c(F)c1,15%
COc1cc2ccccc2cc1C(=O)Nc1ccc(I)cc1C,0%
CCOC(=O)c1c(NC(=O)/C=C/c2ccc(OC)c(OC)c2)sc2c1CCC2,11%
CS(=O)(=O)N(CC(=O)Nc1ccc(F)cc1)c1ccc(Cl)cc1,3%
O=C(N/N=C/c1ccccc1O)c1cccc(C(=O)N/N=C/c2ccccc2O)n1,0%
CC(=O)C1=C(O)C(=O)N(CCN(C)C)C1c1ccccc1Cl (centres undefined),8%
CCc1ccc(CN2CCN(C(=O)c3ccc(OC)cc3)CC2)cc1,11%
Cc1cc(C(=O)c2ccc(Br)cc2)ccc1S(=O)(=O)Nc1cccc([N+](=O)[O-])c1,11%
O=C(COC(=O)C1CCN(S(=O)(=O)c2ccc3ccccc3c2)CC1)c1ccc(Cl)cc1,9%
O=C1c2cccc3cccc(c23)C(=O)N1c1ccc(Br)cc1,2%
COc1ccc(CCNS(=O)(=O)c2ccc([N+](=O)[O-])cc2)cc1,18%
Cc1cc(C)n(-c2nc(N(c3ccccc3)c3ccccc3)nc(-n3nc(C)cc3C)n2)n1,0%
Cc1cc2nc(-c3ccc(C)c(NC(=O)c4cccs4)c3)oc2cc1C,16%
Cc1cccc(C(=O)Nc2ccccc2C(=O)Nc2ccccc2)c1,8%
Cc1cc(-n2c(C)cc(/C=C3/SC(=O)N(C)C3=O)c2C)ccc1I,26%
O=Cc1ccc(OC(=O)c2sc3ccccc3c2Cl)cc1,19%
O=C(COc1ccccc1[N+](=O)[O-])Nc1cccc(-c2nc3ncccc3o2)c1,8%
CC(=O)NC1=NC(=O)/C(=C\c2cccs2)S1,3%
COc1cc(C=C2C(=O)NC(=O)NC2=O)ccc1OCCO,1%
O=C(NC(=S)Nc1nc(-c2cccc([N+](=O)[O-])c2)cs1)c1ccccc1F,42%
CC(=O)c1ccc(Nc2cc(C)nc3ncnn23)cc1,0%
CCN1C(=O)/C(=C/c2cn(-c3ccccc3)nc2-c2cc3ccccc3n2C)SC1=S,14%

# By substructure: those above containing bromine (13)
SMILES,RNase H inhibition
O=C(NCc1ccccc1)C(=O)N/N=C/c1ccc(Br)cc1,10%
Cc1cc(=O)oc(C)c1C(=O)OCC(=O)c1ccc(Br)cc1,22%
Oc1ccc(Br)cc1/C=N/Nc1nc(-c2ccccc2)cs1,13%
COc1cccc(NC(=O)/C(=C\c2cccc(Br)c2)NC(=O)c2ccccc2)c1,20%
O=c1c2cnn(-c3ccccc3)c2nc(-c2ccc(Br)cc2)n1-c1ccc(Cl)cc1,11%
Fc1c(F)c(F)c(/C=N/Nc2nc(-c3ccccc3)cc(-c3ccc(Br)cc3)n2)c(F)c1F,15%
COC(=O)c1c(C)oc2ccc(OCc3ccccc3Br)cc12,2%
Cc1cc(-n2c(C)cc(C=O)c2C)ccc1Br,6%
O=C(CSc1n[nH]c(-c2ccccc2)n1)c1ccc(Br)cc1,3%
COc1ccc(NC(=O)c2cccc(NC(=O)c3ccc(Br)o3)c2)cc1,3%
COc1ccccc1N1CCN(C(=O)c2cnn3c2NC(c2ccc(Br)cc2)CC3C(F)(F)F)CC1 (centres undefined),34%
Cc1cc(C(=O)c2ccc(Br)cc2)ccc1S(=O)(=O)Nc1cccc([N+](=O)[O-])c1,11%
O=C1c2cccc3cccc(c23)C(=O)N1c1ccc(Br)cc1,2%
